# Screening data (PubChem)
# APJ antag: blocks the human apelin receptor APJ | AID 2521 | CHO-K1 APJ beta-arrestin complementation, luminescence | inhibition, % at 20 µM | P35414 | 0.32% of 330,000 active;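 active means inhibition above about 40% at 20 µM, limit read from the data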;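 further: cells challenged with 10 nM apelin-13 agonist together with compound; plate controls were apelin-13 plus DMSO wells for no effect and DMSO wells lacking apelin-13 for full effect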
# CCR6 antag: CCR6 (human) receptor antagonism; 0.49% of 340,000 active; CHO-K1 CCR6 PathHunter beta-arrestin, luminescence, CCL20-stimulated; P51684; inhibition, % at 20 µM;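 active means compounds whose inhibition of the agonist-driven luminescence signal at 20 µM reaches about 50%, limit read from the data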;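 further: cells stimulated with CCL20 at 14 nM final; plate controls were DMSO with CCL20 for no effect and DMSO without agonist for full effect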
# EBI2 antag: antagonists of human EBI2 receptor; inhibition, % at 5 µM; 0.81% of 360,000 active; AID 651636; EBI2 beta-arrestin recruitment, luminescence, 7a,25-OHC stimulated; P32249; in the data active means inhibition above about 38%;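 further: enzyme fragment complementation signal reports receptor beta-arrestin coupling in cells; 0% = agonist plus DMSO wells and 100% = wells without agonist; some results beyond the cut were filed as inactive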
# Target sequence (P32249 whole entry, looked up, the tested form may be a part): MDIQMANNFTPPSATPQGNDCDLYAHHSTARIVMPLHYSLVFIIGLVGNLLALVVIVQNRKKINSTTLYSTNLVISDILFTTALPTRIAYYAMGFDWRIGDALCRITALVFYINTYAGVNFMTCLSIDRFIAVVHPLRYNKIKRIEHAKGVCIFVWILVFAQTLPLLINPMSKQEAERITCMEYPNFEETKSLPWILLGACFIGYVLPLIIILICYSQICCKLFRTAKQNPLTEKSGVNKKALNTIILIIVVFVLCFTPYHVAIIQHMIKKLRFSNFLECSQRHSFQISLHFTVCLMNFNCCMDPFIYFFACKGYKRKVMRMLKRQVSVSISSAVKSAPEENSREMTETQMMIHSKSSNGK
# Gli-Sufu antag: blocks Gli-Sufu signaling in a luciferase reporter | 0.74% of 340,000 active | Sufu-KO-LIGHT fibroblasts, Gli luciferase reporter luminescence | inhibition, % at 5 µM;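 active means inhibition above about 55%, limit read from the data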;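 further: 0% = DMSO-treated cells and 100% = wells with medium but no cells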
# APJ agonist: activates the human apelin receptor APJ; P35414; CHO-K1 APJ PathHunter beta-arrestin, luminescence; 0% DMSO wells, 100% apelin; activation, % at 20 µM; 0.11% of 330,000 active;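 active means activation more than six SD over the plate average, tested at 20 µM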;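 further: 0% = DMSO alone and 100% = apelin-13 at 10 nM; some results filed as inactive read as strong as hits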
#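 system = engineered CHO-K1 APJ arrestin reporter cells | input = 1000 cells per well | timing = overnight seeding, 90 min compound at 25 °C, 1 h detection | measured by = enzyme-fragment complementation luminescence | read-out = beta-arrestin recruitment to APJ as agonist activity, luminescent signal | control set = negative DMSO alone, positive Apelin-13 at 10 nM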
# ATG4B inh: blocks human ATG4B protease cleavage of LC3 substrate; ATG4B cleavage of LC3-PLA2, NBD-HPC fluorescence, 1 h; inhibition, % at 8.33 µM; 0.51% of 340,000 active; AID 504462; in the data active means inhibition above about 40%
# Target sequence (Q9Y4P1 whole entry, looked up): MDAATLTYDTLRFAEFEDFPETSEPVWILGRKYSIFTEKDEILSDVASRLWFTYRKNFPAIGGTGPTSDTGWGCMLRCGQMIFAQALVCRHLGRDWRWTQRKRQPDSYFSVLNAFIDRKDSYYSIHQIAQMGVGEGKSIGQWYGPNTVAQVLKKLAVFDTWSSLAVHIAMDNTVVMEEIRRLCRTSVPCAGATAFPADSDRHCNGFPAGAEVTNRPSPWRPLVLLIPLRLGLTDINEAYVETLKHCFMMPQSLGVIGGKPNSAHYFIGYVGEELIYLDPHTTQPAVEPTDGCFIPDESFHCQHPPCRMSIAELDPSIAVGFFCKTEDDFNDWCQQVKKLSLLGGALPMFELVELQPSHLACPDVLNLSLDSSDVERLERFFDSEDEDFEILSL
# CXCR6 block: blocks human CXCR6 beta-arrestin recruitment. CHO-K1 PathHunter CXCR6 beta-arrestin, luminescence. AID 602244. 0.36% of 360,000 active. O00574. inhibition, % at 20 µM; in the data active means inhibition above about 34%, passing the limit was not always enough;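 further: antagonist mode with CXCL16 agonist at 10 nM final; 0% = 10 nM CXCL16 with DMSO and 100% = unstimulated wells without agonist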
# UBC13 polyUb: inhibitors of human UBC13 polyubiquitin chain formation; TR-FRET; inhibition, % at 20 µM; 0.47% of 330,000 active; AID 485273; in the data active means inhibition above about 45%, passing the limit was not always enough
# Target sequence (P61088 whole entry, looked up): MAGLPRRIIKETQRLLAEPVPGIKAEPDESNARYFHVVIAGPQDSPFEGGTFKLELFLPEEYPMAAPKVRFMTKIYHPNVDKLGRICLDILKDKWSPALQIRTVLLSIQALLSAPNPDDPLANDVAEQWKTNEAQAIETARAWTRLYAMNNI
# The depositor's hits bear a star; / = no result given.
SMILES,APJ antag,CCR6 antag,EBI2 antag,Gli-Sufu antag,APJ agonist,ATG4B inh,CXCR6 block,UBC13 polyUb
c1ccc(-c2ccc(CN3C[C@@H]4C(c5ccccc5)C5(c6cccnc6)CC4(C5)[C@H]3c3ccccc3)cc2)cc1 (some centres not stated),4,11,1,-13,1,-5,5,-19
COC(=O)c1cccc(NC(=O)CSc2nc(=O)cc(N)n2-c2ccccc2)c1,6,-1,-3,-6,-2,-8,-6,8
CCOC(=O)C1(Cc2ccccc2)CCCN(C(=O)c2cn[nH]c2)C1 (configuration not stated),-2,11,1,1,3,-7,3,-1
CC1CC(C)CN(C(=O)COC(=O)Cc2c[nH]c3ccccc23)C1 (configuration not stated),-3,0,3,-10,5,-6,2,-4
O=C(CSc1nc2ccccc2s1)Nc1cc(C(=O)O)cc(C(=O)O)c1,2,7,-9,-2,-2,-1,-1,-7
O=c1c2c(n3cnnc3n1-c1ccccc1)-c1ccccc1CC21CCCC1,-9,7,1,2,-5,-10,6,7
CCN(CC)CCCNC(=O)C1c2ccccc2C(=O)N(CCOC)C1c1ccc(F)cc1 (configuration not stated),-1,-2,1,3,1,-3,6,-8
COc1ccccc1CNC(=O)C(CC(C)C)NC(=O)C1CCC(C)CC1 (configuration not stated),4,-4,8,-2,-3,-1,1,-1
COc1ccc(-c2cc(C(=O)OCC(=O)N3CCOCC3)c3ccccc3n2)cc1,-2,15,16,-22,1,-2,9,10
CSc1nc(-c2ccccc2)nn1C(=O)c1ccc(C)cc1,-10,-19,-36,-6,-3,-5,-2,-4
COc1cccc(C(=O)CN(C(=O)c2ccc(Cl)c(Cl)c2)N2C(=O)c3ccccc3C2=O)c1,8,3,-4,7,-8,0,1,-2
CCOC(=O)CC/C(C)=N\N=C1\SC(CC(=O)O)C(=O)N1c1ccccc1 (configuration not stated),4,6,-2,5,-2,-4,-2,4
C=CCN1C(=O)C(Cc2ccc(OCC)cc2)SC1=Nc1ccc(C(=O)O)cc1 (configuration not stated),0,3,-8,-2,0,-2,-5,8
Cc1ccnc2nc(C(=O)Nc3ccc(N4CCOCC4)cc3)nn12,-1,2,-2,-16,0,0,-3,-12
CCn1c(=O)c(C(=O)CN2c3ccccc3CC2C)c(N)n(Cc2ccccc2)c1=O (configuration not stated),-10,5,13,-4,-5,3,-3,-8
O=C(CCn1cnnn1)Nc1ccc(Cl)c(Cl)c1,13,-6,-2,-4,-2,-10,1,4
O=S(=O)(NCCc1csc(-c2cccnc2)n1)c1cccc(F)c1,-1,-11,4,2,-1,-5,-10,-8
CC1CN(Cc2cc(=O)n3ccsc3n2)CC(C)O1 (configuration not stated),4,9,-11,-8,-5,-14,6,12
N#Cc1ccc2[nH]c(CO)c(-c3ccccc3)c2c1,6,6,-9,-9,-1,-1,-3,16
CCn1c(=O)c(C(=O)NC(C)C)c(O)c2ccccc21,9,10,10,1,-8,-5,-16,10
COC(=O)c1sccc1-c1ccc(/C=N/OCc2c(Cl)cccc2Cl)o1,10,8,25,0,-1,-2,1,-8
C=CCN1C(=O)c2ccc(C(=O)N(CCOC)c3c(N)n(CCCC)c(=O)[nH]c3=O)cc2C1=O,3,12,-18,-4,-4,-3,-5,1
COc1cccc(CNc2ncn[nH]2)c1OCc1ccccc1F,-8,8,-6,-4,0,-11,-5,-1
COc1ccc(C(=O)Nc2ccccc2C(=O)NC(Cc2ccc(O)cc2)C(=O)NNC(=O)c2ccncc2)cc1 (configuration not stated),-2,5,-2,0,-2,-5,-1,9
CCC(C)(C)NC(=O)C(OC(=O)c1ccco1)c1ccccc1F (configuration not stated),-12,-3,10,22,-1,11,8,-4
COc1ccc2c(Cl)c(C(=O)N/N=C/c3c(C)[nH]c4ccccc34)sc2c1,-2,4,-3,-6,1,-26,-10,2
Cc1cc2c(=O)n(C)c(SCC(=O)Nc3ccccc3)nc2s1,-31,7,11,-2,-2,-2,1,-1
Cn1c(=O)c2cc(S(=O)(=O)NC(C(=O)NC3CCCCC3)c3ccccc3)ccc2n(C)c1=O (configuration not stated),/,11,2,6,/,-1,9,/
COC(=O)CC1(c2ccc(OC)cc2)C(=O)c2ccccc2C1=O,-10,-2,-8,-3,-1,6,0,-4
CCCCN1c2ccccc2N(CCCO)c2cc(C)nnc21,-7,-3,1,0,-6,-12,-2,2
CN(C)S(=O)(=O)Oc1cccc(C(=O)Nc2ccc(Cl)c(Cl)c2)c1,12,0,13,42,8,-13,-4,-2
Cc1ccc(S(=O)(=O)Nc2ccccc2CNc2ncc(Br)cc2Br)cc1,3,20,22,-3,-6,6,1,0
Cc1ccc(-n2c(SCC(=O)N3CCCCC3)nc(O)cc2=O)cc1,18,0,-10,-3,-3,-10,-2,0
O=C(CCCNS(=O)(=O)c1ccc(Cl)c(Cl)c1)NCCc1ccccn1,-32,8,1,10,0,5,-9,-18
O=C(c1cccnc1)N1CCN(Cc2ccc3ccccc3c2)CC1,15,3,10,4,-3,2,-12,2
COc1cc(OC)cc(-c2c(C#Cc3ccsc3)c3cc(-c4ccc(C(N)=O)cc4)ccc3n2C)c1,-2,2,22,7,3,-1,16,-6
COc1cc(CCC(=O)OCC(=O)Nc2ccc(F)c(F)c2)cc(OC)c1OC,-6,6,-1,10,2,2,4,-8
C[C@H](NC(=O)OC(C)(C)C)C(=O)NCC1CCC(C(=O)O)CC1 (some centres not stated),-2,-24,-9,1,0,-11,-7,6
COc1ccccc1C(CNC(=O)c1oc2ccccc2c1C)N1CCCC1 (configuration not stated),6,19,6,22,-7,-13,10,8
Cc1ccc(Nc2nnc(SCC(O)=C(C#N)c3nc4ccccc4[nH]3)s2)c(C)c1,/,4,0,1,/,0,-6,/
CCOC(=O)c1ccc(NC(=O)CNC(=O)c2ccccc2)cc1,0,3,0,3,-1,1,1,-3
O=C1Nc2cccnc2N(C(=O)CCl)c2ccccc21,-8,7,0,-1,-2,-3,3,-5
Cn1c(=O)[nH]c(=O)c2[nH]c(CN3CCN(C(=O)c4ccco4)CC3)nc21,3,4,-6,4,-3,0,8,3
O=C(NCCc1nc2ccccc2[nH]1)Nc1ccccc1,-7,-6,-7,3,-1,-4,-6,2
Cc1c(N)c(=O)n(-c2ccccc2)n1C,3,3,-8,-10,-1,4,4,10
Cc1ccc(NC(=O)c2cccc(S(=O)(=O)N3CCN(c4ccccc4)CC3)c2)nc1,-7,0,7,16,5,-2,-1,1
CCCCCCCN1CCC(=O)N(CCO)CC1,13,0,2,-5,-5,0,-4,-5
Cc1cc(Br)ccc1NC(=O)CN1C(=O)C2CC=CCC2C1=O (configuration not stated),-8,16,2,-5,-4,1,1,0
O=C(O)CSc1nnnn1-c1ccc2c(c1)OCCO2,16,1,-7,-2,-4,-5,4,-2
CC(C)OP(=O)(OC(C)C)C(O)c1ccc(N(C)C)cc1 (configuration not stated),0,6,5,5,4,19,-1,-2
O=C(O)c1ccc(CSc2nc3ccccc3[nH]2)cc1,5,14,-1,-13,1,7,2,0
CC(=O)c1cccc(NC(=O)NC2CC3CCCC(C2)N3CC(C)C)c1 (configuration not stated),7,5,-9,4,0,-9,-1,6
O=C(O)c1cc2nc(C3CC3)cc(C(F)(F)F)n2n1,-27,-7,-5,56*,-1,-6,-1,1
CCOc1ccc(NC(=O)CN(C)C(=O)C2CCN(C(=O)Nc3ccccc3)CC2)cc1OCC,/,3,-10,-5,/,-48,-2,/
O=C(CNCC1CCCO1)Nc1ccccc1N1CCCCCC1 (configuration not stated),6,10,-14,-2,3,4,-5,3
COC(=O)CCC(=O)OC1(C)C(=O)C2=CN(Cc3ccccc3)C(c3ccc(OC)cc3)=CC2=C(Br)C1=O (configuration not stated),-92,2,-8,-8,18,7,3,-85
C=CCN(CC=C)CCOc1cc(C)ccc1[N+](=O)[O-],-3,14,-1,10,-3,1,-1,-2
CCc1ccc(NC(=O)COc2ccc(Br)cn2)cc1,2,2,0,-4,-4,0,0,4
CS(=O)(=O)N1CCN(CCN2C(=O)c3cccc4cccc(c34)C2=O)CC1,13,6,-9,9,-3,-10,-7,10
CC(C)Cn1c(N)c(C(=O)COC(=O)C2CCCCC2)c(=O)n(C)c1=O,-5,12,-7,7,4,-22,-5,4

# The list continues:
SMILES,APJ antag,CCR6 antag,EBI2 antag,Gli-Sufu antag,APJ agonist,ATG4B inh,CXCR6 block,UBC13 polyUb
O=C(C1CC(=O)N(c2ccc(Br)cc2)C1)N1CCCC1 (configuration not stated),-10,6,-10,-6,0,0,-1,5
COc1ccccc1OCC(O)CN1C(=O)NC(C)(C)C1=O (configuration not stated),-7,10,-1,10,-3,-5,4,9
O=C(N/N=C/c1ccccc1)c1[nH]ncc1Br,-10,14,-6,-55,0,-4,2,2
COc1cccc(C2C(C#N)=C(N)Oc3cc(C)oc(=O)c32)c1OC (configuration not stated),-7,16,-4,-26,1,9,4,-7
FC(F)(F)C(F)(F)c1nnc2ccc(-n3ccnc3)nn12,-9,-10,-6,-37,0,0,-12,-3
CC(=O)c1ccc(NC(=O)c2ccc3nc(-c4ccco4)c(-c4ccco4)nc3c2)cc1,-7,33,-7,7,6,26,46*,28
Cc1ccc2oc3c(SCc4nc5ccccc5[nH]4)nc(C)nc3c2c1,7,14,2,3,-4,5,12,-11
CN(C(=O)c1cc(S(=O)(=O)N2CCCCC2)c[nH]1)C1CCCCC1,-66,3,-1,3,-3,-14,-6,-3
Cc1occc1C(=O)N1CCCC(Nc2ccc(C(C)C)cc2)C1 (configuration not stated),21,30,-10,0,-4,50*,2,2
CCCn1c(=O)[nH]c(=O)c2c1nc(-c1ccc3c(c1)OCCO3)n2CCN1CCOCC1,6,-8,-6,7,-18,-2,3,4
COc1ccc(CN2C(=O)c3c(c(C)n(C)c3C)C2C(=O)NC2CCC(C)CC2)cc1 (configuration not stated),1,0,18,10,-4,-3,4,6
O=C(c1cc([N+](=O)[O-])ccc1N1CCOCC1)N1CCN(c2ccccc2)CC1,-15,/,-7,/,1,/,13,-14
COc1ccc(CN(Cc2ccc(C(=O)O)cc2)C(=S)Nc2cccc(C)c2)cc1OC,-13,6,-10,12,-2,-4,-3,-2
CSCCC(NC(=O)/C(=C/c1ccco1)NC(=O)c1ccc(Br)o1)C(=O)O (configuration not stated),3,-2,-2,29,-2,1,-1,1
c1ccc(-n2nnnc2OCCOc2nnnn2-c2ccccc2)cc1,10,12,1,-6,0,-15,2,2
COc1cccc(C2NC(=S)NC3=C2CCc2ccccc23)c1 (configuration not stated),-9,-8,-1,4,1,2,0,5

# A draw from above in order of heavy-atom count, descending.
SMILES,APJ antag,CCR6 antag,EBI2 antag,Gli-Sufu antag,APJ agonist,ATG4B inh,CXCR6 block,UBC13 polyUb
COc1cccc(C(=O)CN(C(=O)c2ccc(Cl)c(Cl)c2)N2C(=O)c3ccccc3C2=O)c1,8,3,-4,7,-8,0,1,-2
COc1cc(CCC(=O)OCC(=O)Nc2ccc(F)c(F)c2)cc(OC)c1OC,-6,6,-1,10,2,2,4,-8
COc1ccccc1C(CNC(=O)c1oc2ccccc2c1C)N1CCCC1 (configuration not stated),6,19,6,22,-7,-13,10,8
CS(=O)(=O)N1CCN(CCN2C(=O)c3cccc4cccc(c34)C2=O)CC1,13,6,-9,9,-3,-10,-7,10
c1ccc(-n2nnnc2OCCOc2nnnn2-c2ccccc2)cc1,10,12,1,-6,0,-15,2,2
COC(=O)CC1(c2ccc(OC)cc2)C(=O)c2ccccc2C1=O,-10,-2,-8,-3,-1,6,0,-4
COc1cccc(C2NC(=S)NC3=C2CCc2ccccc23)c1 (configuration not stated),-9,-8,-1,4,1,2,0,5
O=C(NCCc1nc2ccccc2[nH]1)Nc1ccccc1,-7,-6,-7,3,-1,-4,-6,2
CCn1c(=O)c(C(=O)NC(C)C)c(O)c2ccccc21,9,10,10,1,-8,-5,-16,10
CCCCCCCN1CCC(=O)N(CCO)CC1,13,0,2,-5,-5,0,-4,-5
